Assay outcomes from PubChem.
Bcl-W Bim block – human Bim-Bcl-W interaction inhibition | Q92843 | bead-based flow cytometry, Bim peptide-Bcl-W binding | hit rate 0.02% among 190,000 | AID 952 | inhibition, % at 10 µM;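 note: 0% = bound tracer without compound and 100% = peptide blocker; higher means less fluorescent Bim peptide bound to Bcl-W beads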
Target sequence (Q92843 whole entry, looked up): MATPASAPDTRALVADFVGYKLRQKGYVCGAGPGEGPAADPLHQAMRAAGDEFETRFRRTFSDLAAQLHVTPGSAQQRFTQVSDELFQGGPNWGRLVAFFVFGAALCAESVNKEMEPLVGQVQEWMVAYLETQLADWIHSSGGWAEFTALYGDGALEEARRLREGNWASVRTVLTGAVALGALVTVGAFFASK
Bfl-1 Bim block – disrupts Bim binding to human Bfl-1 | Q16548 | Bead-based flow cytometry, Bim-Bfl-1 binding inhibition | inhibition, % at 10 µM | hit rate 0.12% among 190,000 | AID 1008;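 note: 0% = wells without compound plus tracer and 100% = blocker peptide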
Bcl-XL Bim block – disrupts Bim peptide binding to human Bcl-XL; Q07817; AID 1007; bead flow cytometry, fluorescence; inhibition, % at 10 µM; hit rate 0.04% among 190,000
RGS8-Gao – human RGS8-Galphao interaction regulation; multiplexed bead flow cytometry, RGS8-Galphao binding; actives lie on both sides; response (percent of control binding), % at 10 µM; hit rate 0.34% among 220,000; AID 1423; in the data active = response below about 60% or above about 140%; inactive = in between;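 note: Galphao activated as the GDP aluminium fluoride complex binding bead-coupled RGS8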
Target sequence (P09471 whole entry, looked up): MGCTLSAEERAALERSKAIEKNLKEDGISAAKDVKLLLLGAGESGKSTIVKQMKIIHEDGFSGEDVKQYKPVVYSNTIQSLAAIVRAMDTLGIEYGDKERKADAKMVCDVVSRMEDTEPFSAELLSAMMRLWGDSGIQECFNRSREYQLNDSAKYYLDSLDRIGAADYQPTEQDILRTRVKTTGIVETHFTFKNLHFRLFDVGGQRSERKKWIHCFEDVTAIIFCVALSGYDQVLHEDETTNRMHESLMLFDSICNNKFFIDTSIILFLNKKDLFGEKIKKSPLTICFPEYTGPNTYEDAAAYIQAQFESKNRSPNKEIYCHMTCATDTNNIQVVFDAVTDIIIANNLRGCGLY
Mcl1 Bid PPI – Mcl-1/Bid interaction inhibition; Q07820; inhibition, % at 21.7 µM; AID 1021; TR-FRET Mcl-1/Bid-Dy647 peptide binding, 1536-well; hit rate 0.97% among 220,000;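 active = compounds that cut the binding signal by more than half at the single screening dose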;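 note: His-tagged Mcl-1 with europium anti-His antibody binding Bid BH3 peptide; 0% = Mcl-1 plus peptide wells and 100% = peptide-only wells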
RGS4-Gao reg – modulates binding of RGS4 to human Galphao; binding response (% of control), % at 10 µM; hit rate 0.33% among 220,000; Multiplexed bead flow cytometry; actives lie on both sides; P09471; in the data active = binding response below about 49% or above about 150%; inactive = in between;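 note: fluorescent Galphao activated with aluminum fluoride binding bead-coupled RGS4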
Mcl-1 Bim block – human Bim-Mcl-1 interaction inhibition; Bead-based flow cytometry, Bim peptide-Mcl-1 binding; hit rate 0.1% among 190,000; Q07820; inhibition, % at 10 µM;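 note: 0% = no compound tracer wells and 100% = peptide blocker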
Bcl-2 Bim block – inhibitors of Bim-Bcl-2 interaction, human. P10415. Bead-based flow cytometry, Bim peptide-Bcl-2 binding. inhibition, % at 10 µM. hit rate 0.06% among 190,000. AID 950; in the data active = inhibition above about 40%; inconclusive = no clear call, values can overlap the other calls;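 note: 0% = no compound wells with probe peptide and 100% = reference peptide inhibitor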
Target sequence (P10415 whole entry, looked up): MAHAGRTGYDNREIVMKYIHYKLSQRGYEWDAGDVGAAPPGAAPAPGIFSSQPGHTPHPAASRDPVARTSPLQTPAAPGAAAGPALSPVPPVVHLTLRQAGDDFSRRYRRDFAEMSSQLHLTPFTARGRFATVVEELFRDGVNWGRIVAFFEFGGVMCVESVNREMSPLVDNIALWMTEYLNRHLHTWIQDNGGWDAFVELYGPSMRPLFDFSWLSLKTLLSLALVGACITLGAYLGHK
RGS7-Gao reg – human RGS7-Galphao interaction regulation. P09471. Multiplexed bead flow cytometry, RGS7-Galphao binding; actives lie on both sides. binding response (% of control), % at 10 µM. hit rate 0.35% among 220,000. AID 1439; in the data active = binding response below about 49% or above about 150%; inconclusive = no clear call, values can overlap the other calls; inactive = in between;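 note: fluorescent Galphao held in activated GDP-AlF4 state binding bead-coupled RGS7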
Bim-Bcl-B – human Bim-Bcl-B interaction inhibition; Q9HD36; AID 951; bead-based flow cytometry, Bim peptide-Bcl-B binding; hit rate 0.073% among 190,000; inhibition, % at 10 µM;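 note: 0% = tracer peptide without compound and 100% = reference inhibitor peptide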
Target sequence (Q9HD36 whole entry, looked up): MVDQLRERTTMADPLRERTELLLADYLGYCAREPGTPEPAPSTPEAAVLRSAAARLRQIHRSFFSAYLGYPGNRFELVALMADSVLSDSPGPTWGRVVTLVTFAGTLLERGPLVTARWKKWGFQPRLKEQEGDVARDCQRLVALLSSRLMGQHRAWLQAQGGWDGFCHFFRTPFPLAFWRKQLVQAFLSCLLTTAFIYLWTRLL
GSH fluor – GSH bead compound fluorescence profile; fluorescence (KMESF) at 10 µM; hit rate 0.25% among 190,000; GSH beads flow cytometry, compound fluorescence 488/530 nm; hits give high values; in the data active = fluorescence above about 89;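 note: glutathione beads carrying GST-tagged Bcl family fusion proteins plus one bare bead set; values are compound well signal with DMSO vehicle wells as background; inactives centre near 16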
* = called active by the depositor; ? = inconclusive. Cut-off read from the data, not from the text of the source, unless noted: active = inhibition above about 40%.

SMILES	Bcl-W Bim block	Bfl-1 Bim block	Bcl-XL Bim block	RGS8-Gao	Mcl1 Bid PPI	RGS4-Gao reg	Mcl-1 Bim block	Bcl-2 Bim block	RGS7-Gao reg	Bim-Bcl-B	GSH fluor
C(=C\c1ccccc1)/CNn1cnnc1	-6	-3	-6	101	-8	100	-3	0	101	-6	8
O=C(CSC1=NCCS1)NCc1ccco1	-3	-13	-6	103	-22	100	-4	-11	100	-9	26
N/C(=N\N=C\c1ccc(O)cc1)c1nonc1N	-2	-5	-1	94	-33	81	-2	-1	91	-3	12
NC(=O)COC(=O)/C=C/c1ccc(S(=O)(=O)N2CCCCCC2)cc1	0	-5	-1	100	-35	99	-2	-1	?	-3	13
COc1ccc(-c2nnc(SCc3c(C)noc3C)n2N)cc1OC	-3	1	-1	93	-77	98	-6	-1	102	-4	25
CCC1C(=O)CC(c2ccccc2)NC1c1ccccc1 (configuration not stated)	0	-3	-4	99	-21	103	0	-2	100	-3	26
O=C(COC(=O)c1cccnc1Cl)c1ccc(OC(F)F)cc1	-3	-4	-3	95	-24	91	0	-2	102	0	10
CC(=O)Nc1ccc(S(=O)(=O)N2CCN(S(=O)(=O)N3CCCCC3)CC2)cc1	-6	-4	-6	100	0	97	-4	-2	96	-4	13
CCOc1ccc2nc(NC(=O)C3CCCN(S(=O)(=O)c4cccc5nonc45)C3)sc2c1 (configuration not stated)	-1	-19	-7	92	59*	91	-6	-11	97	-9	27
Cc1occc1-c1nnc(SCc2nnc(-c3ccc(Cl)cc3)o2)n1C	-4	-6	-1	97	-56	98	0	-4	94	-4	18
O=c1c2ccccc2nc2n1CCC2O (configuration not stated)	1	5	3	101	-3	101	-2	-1	102	4	23
O=C(NCCCCCCNC(=O)C1CCCC1)C1CCCC1	-6	-3	-5	80	-7	93	-7	-4	97	-8	18
Cc1ccc2oc(=O)c3cnn(CC(=O)NCCCOC(C)C)c3c2c1	1	-6	0	104	-4	106	-1	-3	100	-5	15
O=C(C(Cc1ccccc1)n1cccc1)N1CCN(c2cccc(Cl)c2)CC1 (configuration not stated)	0	-8	-1	102	-25	104	1	-11	99	-4	20
COc1ccc(C2NC(=S)N(c3ccccc3)C(C)=C2C(=O)Nc2ccccc2)cc1 (configuration not stated)	2	-11	-5	113	-50	111	0	-3	105	-10	20
Cn1c(C2=C(O)CN(c3ccc4c(c3)OCCO4)C2=N)nc2ccccc21	-1	-1	2	110	-9	101	0	-3	101	0	20
O=C(Nc1ccc2c(c1)OCCO2)C1CCN(c2ncccn2)CC1	-1	0	-1	102	-20	99	-1	0	101	-6	13
COc1ccccc1/C=C\C=N\NC(=O)CCn1nnc2ccccc21	-3	-3	-5	100	-8	102	-8	4	100	-4	13
O=C(NCCN1CCc2ccccc2C1)C1CCN(S(=O)(=O)N2CCCCC2)CC1	3	5	8	103	-6	101	6	9	101	5	18
CC(C)(C)C(=O)NC(=S)Nc1sc2c(c1C(N)=O)CCC2	0	2	-2	101	-17	100	1	2	?	0	13
CS(=O)(=O)N(CC(=O)NCC1CCCO1)c1cccc([N+](=O)[O-])c1 (configuration not stated)	0	-2	-1	104	-6	101	1	1	99	0	9
O=C(COc1ccc2c(c1)CCC2)N1CCc2ccccc21	0	-11	-10	99	90*	98	2	-11	98	-4	29
Cc1oc(-c2cccs2)nc1CS(=O)CC(=O)NCCCN1CC(C)CC(C)C1 (configuration not stated)	0	-10	-2	104	-9	109	-1	-9	106	-7	22
C/C=C/C(=O)OCC(=O)Nc1ccc(F)cc1Cl	0	-1	0	102	-12	101	1	-2	98	1	13
COc1cccc(-n2c(C)n[nH]c2=O)c1	0	-1	-2	101	-18	101	-3	-2	101	0	14

(cont.)
SMILES	Bcl-W Bim block	Bfl-1 Bim block	Bcl-XL Bim block	RGS8-Gao	Mcl1 Bid PPI	RGS4-Gao reg	Mcl-1 Bim block	Bcl-2 Bim block	RGS7-Gao reg	Bim-Bcl-B	GSH fluor
Cc1cc2cc(CNC(=O)CCC(=O)O)ccc2[nH]1	0	-13	-3	99	-5	98	-2	-7	96	-5	24
CCOC(=O)CNC(=O)Cn1cnc2ccc(S(=O)(=O)N3CCC(C)CC3)cc2c1=O	-7	-27	-10	105	-37	102	-5	-8	98	-11	31
OCC(Cc1ccccc1)NCc1ccccc1C(F)(F)F (configuration not stated)	-1	-2	0	96	0	97	-1	0	99	-2	8
CC(C)CCNC(=O)CN(C(=O)CCC(=O)Nc1ccccn1)c1ccc(F)c(Cl)c1	1	-6	0	100	-12	99	-1	-2	?	-1	14
C=C(CC1([C@@H](NP(=O)(c2ccccc2)c2ccccc2)[C@H]2C[C@@H]2CCCC)CC1)c1ccccc1	0	1	-3	105	13	105	0	-1	107	-10	17
CCOC(=O)N1CCN(C/C(C)=C/c2ccccc2)CC1	3	0	2	116	33	104	1	-3	106	1	13
CS(=O)(=O)N(Cc1ccc(C(=O)NN=C2CCCC2)cc1)c1ccccc1	-3	0	-4	104	-16	97	-3	-1	99	-6	3
O=C(CCc1ccc(S(=O)(=O)N2CCOCC2)cc1)NCCCN1CCCC1=O	-2	-3	-1	102	-4	98	1	-5	95	-1	7
CCOC(=O)N1CCC(Nc2c(NCCCN3CCN(CC)CC3)c(=O)c2=O)CC1	-1	-4	-2	101	-28	100	-4	0	100	0	19
Cc1ccc(CN2CN(S(=O)(=O)c3cccs3)c3nc4ccccc4nc32)cc1	-1	4	0	99	-18	98	2	-1	100	-1	16
CCOC(=O)CC(NC(=O)Cn1nnc(-c2ccccc2F)n1)c1ccc(OC)cc1 (configuration not stated)	-2	-5	-3	99	-31	102	0	-1	?	-1	17
CCOC(=O)CNC(=O)C12CC3CC(C1)CC(c1ccc(C)cc1)(C3)C2	3	1	-2	98	-33	95	0	-1	98	-1	12
COc1cc(/C=N/Nc2nn3cnnc3c3ccccc23)ccc1O	27	3	42*	99	-8	101	28	8	100	27	8
N#Cc1nc(N2CCOCC2)nc(N2CCOCC2)n1	4	-11	4	102	3	103	0	-10	100	-10	47
COCC(=O)N/N=C/c1c(C)[nH]n(-c2ccccc2)c1=O	-1	-2	-3	97	-62	92	-2	-5	98	-6	16
CC1CN=C2C(C(=O)Nc3ccccc3)=C(O)CC(c3ccccc3)N21 (configuration not stated)	-3	-13	-8	100	-5	100	-4	-8	100	-12	16
Nc1c(N(CCO)C(=O)/C=C/c2ccco2)c(=O)[nH]c(=O)n1Cc1ccccc1	-5	-1	-8	104	-26	95	-2	-2	96	-9	7
O=C1C2CCCN2C(=O)N1CCCN1CCN(c2cccc(Cl)c2)CC1 (configuration not stated)	0	0	0	97	-8	98	-1	0	103	-1	8
O=C(CSc1nnc(C2CC2)n1-c1ccccc1)Nc1ccc(N2CCOCC2)cc1	3	-4	-3	95	-80	91	0	-9	96	3	7
COC(=O)c1nnn(-c2ccccc2)c1N	0	-8	-8	101	-17	101	-3	-9	98	-6	13
O=C(NCc1ccco1)c1ccccc1-c1ccc(C(F)(F)F)cc1	0	-1	0	97	-23	100	-5	0	96	-1	16
C/C=C/c1ccc(OCC(=O)Nc2ccc(OC)c(OC)c2)c(OC)c1	-1	-7	-4	102	-33	101	-8	-1	?	-4	11
CCCCNC(=O)CNC(=S)N(Cc1ccccc1)Cc1cccs1	-3	-3	-5	100	-29	104	-1	-8	100	-11	16
COCCn1c(=S)[nH]c2cc(C(=O)NC(C)C)ccc2c1=O	-2	-6	-4	98	-45	96	0	-7	97	-6	54
CCc1nc2ccccc2c(C(=O)NCc2ccc(OC)cc2)c1C	2	1	0	101	4	107	1	1	100	-1	13

More records
SMILES	Bcl-W Bim block	Bfl-1 Bim block	Bcl-XL Bim block	RGS8-Gao	Mcl1 Bid PPI	RGS4-Gao reg	Mcl-1 Bim block	Bcl-2 Bim block	RGS7-Gao reg	Bim-Bcl-B	GSH fluor
O=C(NC(=S)Nc1ccc(Cl)cn1)c1cccs1	2	1	3	102	-33	100	1	-1	99	4	18
CCC(=O)Nc1nc(=S)ss1	-2	7	-4	96	-9	102	-9	-7	101	-31	9
COC(=O)Cc1c(C)nc2nc(NCc3ccccc3OC)[nH]n2c1=O	-3	-2	-2	104	-1	108	-1	-5	107	-2	22
CN(c1ccccc1C(=O)N1CCN(c2cccc(Cl)c2)CC1)S(C)(=O)=O	-3	-2	-3	98	-13	103	-4	2	99	-3	19
CCc1ccc(Cn2nnc(C(=O)Nc3cccc(C)c3)c2N)cc1	0	-7	-3	100	-19	100	-2	-6	103	-5	16
CC(C)(C)C(=O)NC1CCN(S(=O)(=O)c2cccc(C(F)(F)F)c2)CC1	0	-3	-2	102	8	100	-3	-1	102	-6	14
O=C(CN1CCN(S(=O)(=O)c2ccccc2F)CC1)NC1CCCC1	0	-9	-3	103	-31	103	0	-4	103	-6	14
O=C(NNC(=O)C1CCN(Cc2ccccc2)CC1)c1cccs1	0	-3	-1	101	-24	99	0	-2	95	0	12
Cc1ccc(C(c2sc3ncnn3c2O)N2CCC(C)CC2)cc1 (configuration not stated)	-3	-1	-8	95	0	98	-8	-4	99	-4	14
CCS(=O)(=O)N1CCC(C(=O)NCCN2CCN(Cc3ccccc3)CC2)CC1	0	-9	-6	118	-17	93	-1	-7	96	-5	26
CCc1c(C)sc(NC(=O)CC#N)c1C#N	3	0	3	101	-81	96	1	1	99	3	11
Cc1cccnc1NC1(C(F)(F)F)N=C(c2ccccc2)NC1=O (configuration not stated)	-4	-12	-1	98	-8	104	-1	-4	94	-5	10
O=C(NCc1ccc2c(c1)OCO2)c1ccco1	0	-5	-2	106	-13	104	-6	0	103	-6	60
CC(=O)Nc1cccc(N=NN2CCOCC2)c1	0	-3	-2	107	9	110	0	-2	133	-3	11
COc1nccnc1NS(=O)(=O)c1ccc(NC(=O)c2cccc(C)c2)cc1	-6	-15	-4	105	-14	100	-2	-4	106	-6	18
Cc1cc(=O)[nH]c(SCC(=O)c2ccccc2)c1C#N	-1	1	-1	100	-7	102	0	-3	101	-2	22
CCOC(=O)C1=NN(C(C)=O)C2(CC(=O)N(c3cccc(C)c3)C2=O)C1 (configuration not stated)	-5	-9	-9	101	-33	101	-5	-4	100	-10	16
CCCc1nnc(NC(=O)OCC)s1	0	-7	0	106	2	105	0	-2	108	-1	19
CC(=O)c1c(C)[nH]c(C(=O)N2CCCCCC2)c1C	0	-14	-10	104	-20	102	-1	-10	103	-9	33
CCc1ccc(C2C(C#N)=C(N)C(C#N)(C#N)C3=CCC(C(C)(C)C)CC32)cc1 (configuration not stated)	-1	-1	-1	80	-9	95	-1	-2	98	0	14
CCN(CC)C(=O)CSc1nc2ccc(NC(=O)CSc3nnc(N)s3)cc2s1	-2	-11	-4	101	-55	100	-3	-3	100	-6	22
CC(C)(O)C(=O)NNC(=S)NCc1ccco1	-4	-7	0	99	-78	103	0	-2	104	-7	13
O=C(O)c1ccc(N/N=C/c2cccc(F)c2)cc1	0	-1	-4	98	-50	101	-1	0	101	1	9

Three compounds from above, arranged by the number in Bcl-2 Bim block, descending:
SMILES	Bcl-W Bim block	Bfl-1 Bim block	Bcl-XL Bim block	RGS8-Gao	Mcl1 Bid PPI	RGS4-Gao reg	Mcl-1 Bim block	Bcl-2 Bim block	RGS7-Gao reg	Bim-Bcl-B	GSH fluor
CC(C)(C)C(=O)NC1CCN(S(=O)(=O)c2cccc(C(F)(F)F)c2)CC1	0	-3	-2	102	8	100	-3	-1	102	-6	14
Cc1ccc(C(c2sc3ncnn3c2O)N2CCC(C)CC2)cc1 (configuration not stated)	-3	-1	-8	95	0	98	-8	-4	99	-4	14
CCc1ccc(Cn2nnc(C(=O)Nc3cccc(C)c3)c2N)cc1	0	-7	-3	100	-19	100	-2	-6	103	-5	16

No enrichment for hits. Share with any hit: about 1.8%.
